AmpC no deterg – inhibitors of E. coli AmpC beta-lactamase without detergent; AmpC nitrocefin hydrolysis, absorbance 480 nm, 0.0001% Triton; Potency, µM (top dose mostly 57.1 µM), for the others: at the highest dose activity change, negative = inhibition, actives largely listed as inhibitors; 0.52% of 330,000 active; AID 485341;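 note: potency is the fitted concentration of half-maximal effect; plate controls were no compound for no effect and no enzyme for full effect; nearly all actives have a fitted effect of over 20% in size; some results filed as inactive show a strong effect at the top dose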
Target sequence (P00811 whole entry, looked up): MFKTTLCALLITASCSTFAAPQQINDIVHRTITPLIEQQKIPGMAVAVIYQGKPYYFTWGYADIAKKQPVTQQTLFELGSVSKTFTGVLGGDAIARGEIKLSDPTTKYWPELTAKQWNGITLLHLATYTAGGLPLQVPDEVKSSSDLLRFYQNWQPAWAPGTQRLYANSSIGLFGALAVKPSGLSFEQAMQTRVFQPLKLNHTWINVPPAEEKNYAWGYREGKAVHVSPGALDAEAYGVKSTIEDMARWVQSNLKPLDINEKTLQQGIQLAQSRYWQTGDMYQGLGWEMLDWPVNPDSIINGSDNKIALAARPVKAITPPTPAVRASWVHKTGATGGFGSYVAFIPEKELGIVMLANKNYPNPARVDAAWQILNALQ
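20 mM phosphate pH 7.0 + 0.01% (detergent screen) or 0.0001% Triton X-100; 5.3 nM AmpC reagent; cpd preinc 15 min RT; nitrocefin (800 uM stock) to start; A480 q20 s × 4 min; Activity was normalised to no-enzyme and no-compound control wells.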
FBPA Giardia inh – Giardia lamblia aldolase inhibition. purified Giardia FBPA. 0.71% of 290,000 active. Potency, µM (top dose mostly 59.6 µM), for inactives: top-dose activity, negative = inhibition, hits mostly inhibitors. AID 2451. A8B2U2; note: potency is the fitted concentration of half-maximal effect; nearly all actives have a fitted effect of over 55% in size
Target sequence (A8B2U2 whole entry, looked up): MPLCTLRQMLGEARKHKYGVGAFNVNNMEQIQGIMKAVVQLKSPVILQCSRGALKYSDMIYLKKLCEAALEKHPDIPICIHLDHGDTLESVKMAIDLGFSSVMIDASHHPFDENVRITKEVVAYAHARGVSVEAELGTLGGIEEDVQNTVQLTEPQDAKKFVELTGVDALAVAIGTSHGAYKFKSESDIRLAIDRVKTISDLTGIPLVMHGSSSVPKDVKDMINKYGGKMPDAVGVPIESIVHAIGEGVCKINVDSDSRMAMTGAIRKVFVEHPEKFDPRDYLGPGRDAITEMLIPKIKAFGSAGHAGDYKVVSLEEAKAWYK
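Giardia FBPA (40 nM reagent) was preincubated 10 min at RT with compound (up to 57.5 uM final), then substrate plus GAPDH/TPI/NAD/arsenate coupling system with diaphorase/resazurin was added; resorufin fluorescence (525/598 nm) was read after 20 min.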
AMA1-RON2 inh – AMA1-RON2 (P. falciparum) interaction inhibition; Potency, µM (doses to about 58.2 µM), without a hit: top-dose activity change, negative = inhibition, hits mostly inhibitors; AlphaScreen AMA1-biotinylated RON2 peptide binding; 0.2% of 360,000 active;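 note: potency is the fitted concentration of half-maximal effect; 0% = vehicle wells and -100% = peptide control; nearly all actives have a fitted effect of over 45% in size; some results filed as inactive show a strong effect at the top dose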
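AMA1 (3D7) with his tag at 25 nM final met compounds first, then biotinylated RON2 peptide at 25 nM; detection used donor plus acceptor beads, 10 µg/mL apiece, read by AlphaScreen after 30 min at room temperature.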
Sm TGR block – blocks Schistosoma mansoni thioredoxin glutathione reductase. purified TGR, DTNB reduction, TNB absorbance 405 nm. Potency, µM (series often up to 114 µM), without a hit: at the top dose activity change, negative = inhibition, most hits filed as inhibitors. 3% of 360,000 active. AID 485364; note: potency is the fitted concentration of half-maximal effect; nearly all actives have a fitted effect of over 60% in size
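First, TGR (20 nM dispensed) and NADPH were mixed with compound. Second, a 15 min room-temperature incubation followed. Third, further NADPH and then DTNB were added to start the reaction. Finally, TNB absorbance was monitored kinetically.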
HCMV antiviral – human cytomegalovirus inhibition; HFF cells, HCMV-luciferase reporter, 72 h; active compounds read low; activity change, negative = inhibition, % at 57.5 µM; 4.5% of 410,000 active; AID 1259415; in the data active = activity change below about -60%; inconclusive = no clear call, values can overlap the other calls; inactive = above about -39%
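Inhibition of viral replication was scored as loss of reporter luminescence in HFFs infected with HCMV-luciferase (MOI 1 PFU/cell) for 72 h; compounds tested at 2 doses, normalized to buffer and Salinomycin controls.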
AmpC detergent – blocks E. coli AmpC beta-lactamase in detergent assay; 0.041% of 370,000 active; AID 485294; Potency, µM (top dose mostly 114 µM), for the others: top-dose activity change, negative = inhibition, most hits filed as inhibitors; P00811; AmpC hydrolysis of nitrocefin, absorbance 480 nm, 0.01% Triton;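 note: potency is the fitted concentration of half-maximal effect; 0% = no-compound wells and -100% = no-enzyme wells; nearly all actives have a fitted effect of over 25% in size; some results filed as inactive show a strong effect at the top dose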
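AmpC (5.3 nM in the dispensed reagent) in 20 mM phosphate pH 7.0 with 0.01% (detergent screen) or 0.0001% Triton X-100 was preincubated with compounds for 15 min at room temperature. Nitrocefin was then added from an 800 uM solution, and hydrolysis was followed at 480 nm.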
* hit, by the source's call; ? = inconclusive; . = no result given; & = joins results of further samples; [ ] = remark or other dose. Unless noted, calls come from the whole dose curve; as a rule, active = well fitted curve in the direction sought with a large enough effect; inconclusive = small, poorly fitted or top-dose-only effect, or another doubt; inactive = no such curve, though single readings can be large; an effect the other way counts as inactive or inconclusive. Unless noted, % is set by controls: 0 for no effect and ±100 for the full control effect.

Screens by letter: A = AmpC no deterg; B = FBPA Giardia inh; C = AMA1-RON2 inh; D = Sm TGR block; E = HCMV antiviral; F = AmpC detergent
CCn1nnc(NC(=O)C(C)(c2ccccc2)c2ccccc2)n1
  A: -11%; B: -4%; C: 11%; D: 1%; E: 37; F: 6%

CCCC(=O)c1cc(-c2nc3ccccc3n2C)n(C)c1
  A: -2%; B: -1%; C: -7%; D: -7%; E: 17; F: ?

Cc1ccc(OCC(=O)N2N=C(C(F)(F)F)CC2(O)C(C)(C)C)cc1C (stereo not drawn)
  A: 13%; B: -8%; C: 14%; D: -18%; E: -91*; F: -5%

CC(=O)NS(=O)(=O)c1ccc(NC(=O)CSc2ccc(C)cc2)cc1
  A: -15%; B: 18%; C: -11%; D: .; E: 2; F: 1%

Cc1cc(C)c(C)c(S(=O)(=O)NCCN2CCOCC2)c1C
  A: 13%; B: 3%; C: -6%; D: 8%; E: 39; F: -9%

O=C(Nc1nnc(S(=O)(=O)N2CCN(c3ccc(F)cc3)CC2)s1)c1ccccc1
  A: -34%; B: -13%; C: 0%; D: -15%; E: 31; F: ?

COc1ccccc1CN1C(=O)CN(C2CCCC2)C(=O)C1c1ccc(F)cc1 (stereo not drawn)
  A: 20%; B: 8%; C: -5%; D: 12%; E: 0; F: -6%

O=C(CCCC(=O)OCC(Cl)=C(Cl)Cl)Nc1ccccc1
  A: -15%; B: 2%; C: 21%; D: 3%; E: 22; F: 6%

O=[N+]([O-])c1ccc(-[n+]2c(-c3ccccc3)cc(-c3ccccc3)cc2-c2ccccc2)cc1
  A: -1%; B: 3%; C: -2%; D: 8%; E: ?; F: -9%

CC(=O)N(CCC(c1ccco1)C(C)C)Cc1ccc(Cl)cc1 (stereo not drawn)
  A: 44%; B: 2%; C: -24%; D: 20µM*; E: -36; F: 10%

O=C(CSc1nnc(-c2cccc(S(=O)(=O)N3CCCC3)c2)n1-c1ccccc1)Nc1cccc(C(=O)O)c1
  A: -22%; B: 3%; C: -3%; D: ?; E: -21; F: -4%

Cn1c(=O)c2c(nc(SCCNS(=O)(=O)c3ccccc3)n2C)n(C)c1=O
  A: -5%; B: -8%; C: -8%; D: 3%; E: 16; F: -1%

O=C(Nc1ccc2c(c1)CCC2)C1COc2ccccc2O1 (stereo not drawn)
  A: -18%; B: 4%; C: 0%; D: -6%; E: 124; F: -6%

CCN1C(=O)c2ccccc2Sc2ccc(NC(=O)c3ccc(C)c(F)c3)cc21
  A: .; B: .; C: .; D: 5%; E: -39; F: 6%

CCC1=NC(c2ccc(OC)cc2OC)N(O)C1(C)C (stereo not drawn)
  A: .; B: -15%; C: 2%; D: -33%; E: -9; F: -5%

O=C(Nc1nc2cc3c(cc2s1)OCO3)c1cccc(N2C(=O)CCC2=O)c1
  A: -10%; B: 4%; C: -8%; D: -13%; E: -18; F: 2%

CCOc1ccc(CCNC(=O)CCC(=O)N2CCSc3ccccc32)cc1OCC
  A: 100%[activator]; B: -2%; C: -3%; D: -1%; E: 16; F: -15%

COc1ccc(CNC(=O)Cn2nc(C)n3cccc3c2=O)cc1
  A: -13%; B: 7%; C: 4%; D: 3%&0%; E: -8&6; F: -1%&24%

COc1ccc(-c2nc(Cn3c(SCc4cccc(C(F)(F)F)c4)nc4cccnc43)c(C)o2)cc1OC
  A: .; B: .; C: .; D: 5%; E: -32; F: 10%

Cc1[nH]c2ccccc2c1CCN(Cc1cccs1)C(=S)NC(C)(C)C
  A: -1%; B: 3%; C: -20%; D: -10%; E: -18; F: 1%

O=S(=O)(c1ccc(F)cc1)N1CCC(Oc2cccc(C(F)(F)F)c2)CC1
  A: .; B: .; C: .; D: -2%; E: -7; F: 21%

CN(CC1CCOCC1)C(=O)CC1C(=O)NCCN1CC1CCCCC1 (stereo not drawn)
  A: -8%; B: 1%; C: 18%; D: -29%; E: -19; F: ?

CC(C)Cn1nc(NS(=O)(=O)c2ccccc2)c2cc3ccccc3nc21
  A: -24%; B: 13%; C: -3%; D: -3%; E: 8; F: 6%

COc1ccc(S(=O)(=O)N2CCCC(C(=O)Nc3ccc(OC)c(OC)c3)C2)cc1 (stereo not drawn)
  A: 23%; B: -7%; C: 20%; D: -2%; E: 14; F: -14%

NC(=O)C1(N2CCCCC2)CCN(CC(=O)Nc2ccccc2Sc2ccccc2)CC1
  A: 29%; B: -4%; C: -2%; D: 1%; E: -1; F: -8%

O=C(NCc1ccccn1)Nc1ccc(F)c(Cl)c1
  A: -15%; B: -9%; C: 5%; D: -2%; E: -1; F: 4%

COc1ccc(C(=O)NNC2=NCCCCC2)cc1
  A: -21%; B: -10%; C: 13%; D: .; E: -17; F: -1%

CCC1(C)Cc2ccccc2-c2nc(SCC(N)=O)[nH]c(=O)c21 (stereo not drawn)
  A: -13%; B: -12%; C: 0%; D: 7%; E: -32; F: 3%

O=C(CSc1nc2ccccc2c(=O)n1CCCO)NCc1ccccc1
  A: 8%; B: 3%; C: -3%; D: 1%; E: 6; F: -1%

Cc1nnc(NC(=O)c2cc(-c3ccco3)nc3ccccc23)s1
  A: -9%; B: .; C: .; D: 7.9µM*; E: -5; F: 3%

COc1ccc2c(c1)c(CC(=O)NCc1cc([N+](=O)[O-])ccc1O)c(C)n2C(=O)c1ccc(Cl)cc1
  A: -38%; B: .; C: -7%; D: -25%; E: .; F: 7%

COc1ccc(NC(=O)N(C)C[C@H]2Oc3c(NC(=O)NC4CCCCC4)cccc3C(=O)N([C@H](C)CO)C[C@@H]2C)cc1
  A: 211%[activator]; B: .; C: -3%; D: .; E: 3; F: .

O=C(COC(=O)c1ccc(S(=O)(=O)N2CCOCC2)cc1)Nc1nc(-c2ccccc2)cs1
  A: -51%; B: 2%; C: 7%; D: -6%; E: 2; F: 2%

Cc1ccc(CN2[C@@H](CC3CCCCC3)COCCS2(=O)=O)cc1
  A: 67%[activator]; B: 11%; C: -1%; D: 3%; E: -70*; F: -13%

Cc1c(NS(=O)(=O)c2cc(C(=O)NCc3cccnc3)cc(Cl)c2Cl)c(=O)n(-c2ccccc2)n1C
  A: 7%; B: .; C: 4%; D: -9%; E: -3; F: ?

CC(=O)OCCn1c(C)[n+](CCOC(C)=O)c2cc(Cl)c(Cl)cc21
  A: -10%; B: 3%; C: -1%; D: 7%; E: ?; F: 5%

CCOC(=O)c1c(C)[nH]c(C(=O)COC(=O)/C=C/c2ccc3c(c2)OCO3)c1C
  A: -13%; B: 3%; C: 6%; D: 4%; E: -19; F: ?

CCNC(=O)C(=O)NCC(c1ccc2c(c1)OCO2)N1CCOCC1 (stereo not drawn)
  A: -10%; B: 7%; C: 9%; D: 6%; E: 26; F: -5%

COC(=O)c1c(NC(=O)CS(=O)(=O)c2ccccc2)sc(C)c1C
  A: -35%; B: .; C: -17%; D: 0%; E: -11; F: -12%

CC(C)c1ccc(-c2nc3c([nH]2)c(=O)n(C)c(=O)n3C)cc1
  A: -16%; B: -2%; C: 4%; D: -1%; E: 86; F: ?

O=C(Nc1ccc2c(c1)OCO2)c1ccc(S(=O)(=O)N2CCCC2)cc1
  A: -15%; B: 1%; C: -6%; D: 8%; E: -6; F: 3%

O=C(O)c1cc(-c2ccccc2Cl)n(-c2ccc(F)cc2)n1
  A: -6%; B: -30%; C: -3%; D: 8%; E: ?; F: 2%

CCOC(=O)N1CCN(C(C)C(=O)c2c[nH]c3ccccc23)CC1 (stereo not drawn)
  A: 6%; B: 4%; C: 18%; D: 2%; E: 80; F: -12%

COc1cccc(N(CC(=O)Nc2cccc(N(C)S(C)(=O)=O)c2)S(C)(=O)=O)c1
  A: -9%; B: -1%; C: 17%; D: -7%; E: .; F: -5%

O=C(Nc1ccn(Cc2c(F)c(F)cc(F)c2F)n1)c1cccc(Cn2cc([N+](=O)[O-])cn2)c1
  A: -21%; B: 5%; C: 0%; D: 7%; E: 58; F: -3%

CCCC(=O)Nc1ccc(NC(=O)c2ccco2)c(OC)c1
  A: ?; B: 0%; C: 5%; D: 3%; E: 94; F: 0%

O=C(Nc1ccc(F)cc1)C1CCN(C(=O)c2ccc(F)cc2)CC1
  A: -1%; B: .; C: -5%; D: -20%; E: 18; F: -3%

CCN(CC)C(=O)Cn1cc(SCC(=O)NC)c2ccccc21
  A: -14%; B: 1%; C: -6%; D: 1%; E: ?; F: 1%

Cc1cn(C)c(CC(=O)N2CCN(c3ccc(F)cc3)CC2)c1C(=O)O
  A: .; B: .; C: .; D: -3%; E: 10; F: 9%

CC1CCN(S(=O)(=O)CCNC(=O)c2ccccc2)CC1
  A: -12%; B: .; C: 3%; D: 8%; E: -16; F: -18%

6 entries from above, reformatted:
Values in the order: AmpC no deterg	FBPA Giardia inh	AMA1-RON2 inh	Sm TGR block	HCMV antiviral	AmpC detergent
- O=C(Nc1ccc(F)cc1)C1CCN(C(=O)c2ccc(F)cc2)CC1
 : -1%	.	-5%	-20%	18	-3%
- CCOC(=O)N1CCN(C(C)C(=O)c2c[nH]c3ccccc23)CC1 (stereo not drawn)
 : 6%	4%	18%	2%	80	-12%
- O=[N+]([O-])c1ccc(-[n+]2c(-c3ccccc3)cc(-c3ccccc3)cc2-c2ccccc2)cc1
 : -1%	3%	-2%	8%	?	-9%
- COc1ccc2c(c1)c(CC(=O)NCc1cc([N+](=O)[O-])ccc1O)c(C)n2C(=O)c1ccc(Cl)cc1
 : -38%	.	-7%	-25%	.	7%
- CCN1C(=O)c2ccccc2Sc2ccc(NC(=O)c3ccc(C)c(F)c3)cc21
 : .	.	.	5%	-39	6%
- CC(=O)N(CCC(c1ccco1)C(C)C)Cc1ccc(Cl)cc1 (stereo not drawn)
 : 44%	2%	-24%	20µM*	-36	10%

Further records follow:
Screens by letter: A = AmpC no deterg; B = FBPA Giardia inh; C = AMA1-RON2 inh; D = Sm TGR block; E = HCMV antiviral; F = AmpC detergent
CCOc1ccc(NC(=O)CN(C)C(=O)c2sc3ccccc3c2Cl)cc1OCC
  A: 24%; B: .; C: -22%; D: -2%; E: -13; F: 3%

CCc1ccc(NC(=O)c2ccc(F)c(S(=O)(=O)NC3CCCCCC3)c2)cc1
  A: .; B: .; C: .; D: 8%; E: -79*; F: 9%

COc1ccc(/C=C/C(=O)Nc2nc(C)c(C(=O)N(C)C)s2)cc1OC
  A: -14%; B: 4%; C: 8%; D: 5%; E: -12; F: ?

CCOC(=O)c1[nH]c2c(c1C)C(=O)CC(c1ccc(OC)c(OC)c1)C2 (stereo not drawn)
  A: -11%; B: 1%; C: 0%; D: -3%; E: -6; F: ?

COc1ccc(Cc2nnc(SC)[nH]c2=O)cc1OC
  A: -7%; B: 3%; C: 13%; D: 0%; E: 9; F: -9%

CC(C)[C@H](NC(=O)c1ccccc1)C(=O)OCC(=O)c1ccccc1F
  A: -22%; B: 0%; C: -5%; D: 8%; E: ?; F: 5%
